# CHX counter: counter-screen hit for Shiga toxin inhibitors, cycloheximide | cell reporter, cycloheximide protein synthesis inhibition counterscreen | max response, % | 300,000 tested, 12% active; in the data active means max response mostly above about 13%, no sharp cut-off; inactive means mostly below about 14%; further: read at 38.3 µM for the half of the compounds with a filed dose; 0% is about no effect
# TbPYK inhibitor: T. brucei pyruvate kinase inhibition; Q57TT1; TbPYK enzyme, Kinase-Glo Plus ATP luminescence, 45 min; Potency, µM (highest dose often 76.8 µM), for the others: at the top dose activity, negative = inhibition, usual class: inhibitors; 410,000 tested, 0.12% active; AID 624173; further: potency means the concentration at half of the fitted maximal effect; on the % scale 0 is the no-effect control and ±100 the full control effect; nearly all actives have a fitted effect of over 50% in size
#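 TbPYK + substrate in 50 mM TEA pH 7.2, 100 mM KCl, 10 mM MgCl2, 0.05% BSA, 0.01% Tween-20; cpd pinned; ADP 130 uM final; 45 min RT; Kinase-Glo Plus 10 min; luminescence endpoint.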
# Pf growth 48h: P. falciparum growth inhibition at 48 hours (one generation); P. falciparum luciferase growth in erythrocytes, 48 h; Potency, µM (titrated, usually from 28.7 µM), inactives show top-dose activity change, negative = inhibition, hits mostly inhibitors; 310,000 tested, 5.9% active; AID 504832; further: potency means the concentration at half of the fitted maximal effect; on the % scale 0 is the no-effect control and ±100 the full control effect
#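 Cell-based growth assay: transgenic P. falciparum expressing firefly luciferase, cultured in red cells within RPMI 1640 containing 0.5% w/v Albumax, 24 mM bicarbonate and gentamycin. A drop in luciferase activity indicates inhibition.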
# AmpC no deterg: AmpC beta-lactamase inhibition without detergent | P00811 | AmpC nitrocefin hydrolysis, absorbance 480 nm, 0.0001% Triton | Potency, µM (highest dose often 57.1 µM), for inactives: top-dose activity change, negative = inhibition, hits mostly inhibitors | 330,000 tested, 0.52% active;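 further: potency means the concentration at half of the fitted maximal effect; plate controls were no compound for no effect and no enzyme for full effect; nearly all actives have a fitted effect of over 20% in size; some results filed as inactive show a strong effect at the top dose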
# Target sequence (P00811 whole entry, looked up): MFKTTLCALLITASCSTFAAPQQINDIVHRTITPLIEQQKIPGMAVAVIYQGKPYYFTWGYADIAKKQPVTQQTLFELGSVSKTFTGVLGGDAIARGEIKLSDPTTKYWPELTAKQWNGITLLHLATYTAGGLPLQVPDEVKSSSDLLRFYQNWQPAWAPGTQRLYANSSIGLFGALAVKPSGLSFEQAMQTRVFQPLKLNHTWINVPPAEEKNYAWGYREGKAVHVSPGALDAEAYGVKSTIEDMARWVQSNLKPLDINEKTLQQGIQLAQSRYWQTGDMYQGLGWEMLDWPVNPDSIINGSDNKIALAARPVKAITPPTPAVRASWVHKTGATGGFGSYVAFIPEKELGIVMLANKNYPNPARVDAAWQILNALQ
#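 20 mM phosphate pH 7.0 + 0.01% (detergent screen) or 0.0001% Triton X-100; 5.3 nM AmpC reagent; cpd preinc 15 min RT; nitrocefin (800 uM stock) to start; A480 q20 s × 4 min; Activity was normalised to no-enzyme and no-compound control wells.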
# Shiga toxin inh: Shiga toxin inhibition; Vero cells, Shiga toxin protein synthesis inhibition reporter; inhibition, % at 38.7 µM; 290,000 tested, 9.2% active; AID 2315; in the data active means inhibition mostly above about 28%, no sharp cut-off; inactive means mostly below about 43%; further: 0% is about no effect
# Pf growth 96h: P. falciparum growth inhibition at 96 hour, primary screen for plastid delayed-death inhibitors | 320,000 tested, 6.9% active | P. falciparum luciferase reporter growth, 96 h | Potency, µM (doses to about 28.7 µM), for the others: at the highest dose activity change, negative = inhibition, actives largely listed as inhibitors | AID 504834; further: potency means the concentration at half of the fitted maximal effect; on the % scale 0 is the no-effect control and ±100 the full control effect
#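 Infected RBCs, 2% Hct / 0.05% parasitemia final; luciferase-reporter P. falciparum; cpd 96 h, 37 C, 5% CO2; luciferase detection reagent; luminescence.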
# LmPK inh: inhibitors of Leishmania mexicana pyruvate kinase; AID 1721; Q27686; purified LmPK, Kinase-Glo ATP luminescence, 1 h; 290,000 tested, 0.37% active; Potency, µM (top dose mostly 57.5 µM), for the others: at the highest dose activity change, negative = inhibition, usual class: inhibitors; further: potency means the concentration at half of the fitted maximal effect; on the % scale 0 is the no-effect control and ±100 the full control effect
#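 qHTS format; LmPK 0.1 nM; substrates PEP 0.5 mM and ADP 0.1 mM. One-hour room-temperature incubation, then coupled luciferase luminescence; 0.5 nM enzyme wells mark activation.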
# Starred values were filed as active, the others as inactive; u = inconclusive; x = not tested or not shown; & = joins results of further samples; [ ] = remark or other dose. Unless noted, the call rests on the fitted dose curve; in most records, active means well fitted curve in the direction sought with a large enough effect; inconclusive means small, poorly fitted or top-dose-only effect, or another doubt; inactive means no such curve, though single readings can be large; an effect the other way counts as inactive or inconclusive.
SMILES	LmPK inh	Pf growth 96h	CHX counter	Pf growth 48h	Shiga toxin inh	TbPYK inhibitor	AmpC no deterg
O=C(O)CC(NC(=O)c1sc2ccccc2c1Cl)c1ccc(OC2CCCC2)cc1 (stereo not drawn)	7%[11.5 µM]	64%[activator]	-2	10%	-9	-1%	-24%
CCN1CCN(CCCNc2ncnc3nc[nH]c23)CC1	5%	-38%	-2	-1%	1	-7%	u
O=C(O)C1(c2cccc(Cl)c2)CCC1	4%	u	-4	-1%	-3	11%	-14%
O=C(CC(c1ccccc1)(c1ccccc1)c1ccccc1)N[C@@H](Cc1ccc(O)cc1)C(=O)O	2%	4%	2	45%[activator]	-11	-2%	-13%
N#Cc1cccc(NC(=O)Cc2ccsc2)c1	1%	-6%	5	u	-3	-2%	-6%
COc1ccc(-c2nc(CS(=O)CC(=O)NCCc3ccc(C)cc3)c(C)o2)cc1OC (stereo not drawn)	0%	11%	-1	-8%	-2	3%	150%[activator]
Cn1c(=O)c([N+](=O)[O-])c(Oc2ccccc2)c2ccccc21	6%	-28%	-2	u	-9	-15%	-24%
COc1ccc(Cl)cc1C(=O)NC(=S)Nc1ccccc1N1CCOCC1	7%	u	-2	u	-3	10%	-20%
CC(OC(=O)CCc1nc2ccccc2c(=O)[nH]1)C(=O)NC1CCCC1 (stereo not drawn)	1%	-12%	-1	17%	-3	-4%	-22%
Cc1ccc(-c2cc(C(=O)Nc3cccnc3)[nH]n2)c(O)c1C	-5%	-8%	39*	u	100*	4%	-30%
O=C(NCCc1ccccc1)c1cc(=O)[nH]c2ccccc12	1%	-11%	-5	18%	-5	-3%	-7%
Clc1nc(-c2ccccc2)cc(-c2ccccc2)n1	0%	u	17*	19%	17	-5%	-20%
COC(=O)c1ccc(S(=O)(=O)N2CCN(C(c3ccccc3)c3ccccc3)CC2)n1C	1%	u	1	10µM*	-5	27%	27%
Cc1ccc(C2CC2c2n[nH]c(=S)n2-c2ccc(C)cc2)cc1 (stereo not drawn)	11µM*	x	9	-1%	-6	u	-14%
COc1ccc(C(=O)Nc2ccc3[nH]ncc3c2)cc1OC	1%	-181%	14	71%[activator]	38	5%	-23%
C=CCC1C=C(C)CC(CC=C)N1 (stereo not drawn)	5%	u	9	-4%	-8	-4%	-6%
O=S(=O)(NNc1nccc(C(F)(F)F)n1)c1cccc(Cl)c1Cl	-4%	93%[activator]	-3	0%	-6	-9%	-13%
CCOCCc1nnc(NC(=O)C(CC)c2ccccc2)s1 (stereo not drawn)	0%	-54%	2	x	-7	3%	0%
COCCN1C(=O)N(c2ccc(Cl)cc2)C(=O)C1CC(=O)Nc1cc(OC)cc(OC)c1 (stereo not drawn)	1%	-17%	-1	-8%	1	0%	80%[activator]
COc1ccc(CCN(C)C2CCCN(C(=O)CCSC)C2)cc1OC (stereo not drawn)	7%	u	-2	-7%	-1	1%	-13%
Cc1ccccc1NC(=O)COC(=O)Cc1cccc(C(F)(F)F)c1	-3%	-8%	1	-42%	-11	-2%	-4%
Cc1cc(C)c(S(=O)(=O)c2ccc(F)cc2C)c(Cl)n1	2%	-13%	-3	-8%	-4	2%	-16%
O=C(CSc1nnnn1-c1ccccc1)c1ccco1	0%	0%	36*	44%[activator]	27	-3%	-16%[11.4 µM]
O=[N+]([O-])c1cc(/C=N/O)ccc1Oc1cccc(Cl)c1	-1%	7%	17	3%	1	-7%	-29%
CCOC(=O)c1ccccc1OCc1cc(/C=N/n2cncn2)ccc1OC	2%	-23%	-2	3%	-4	-3%	-3%
Cc1cccc(-n2c(O)c(/C=N/N3CCOCC3)c(=O)[nH]c2=S)c1	-2%	u	-8	-2%	-13	3%	-16%
CCN1C(=O)c2ccccc2S(=O)c2ccc(C(=O)N3CCCCCC3)cc21 (stereo not drawn)	8%	-15%	-7	x	-10	-1%	4%
Cc1cc(Br)c(NC(=O)c2ccccc2[N+](=O)[O-])cc1C	-2%	u	-3	-26%	5	2%	-8%[2.29 µM]
CCOC(=O)CNC(=O)Nc1ccccc1C(=O)OC	-7%	u	-1	x	-8	-2%	-1%
CCN(CC)C(=O)CSc1nc2cc3c(cc2c(=O)n1Cc1ccco1)OCO3	1%[11.5 µM]	8%	-1	-34%	-12	-20%	-16%

# Shown with values under each structure: entries from further up
# Every second line gives: LmPK inh	Pf growth 96h	CHX counter	Pf growth 48h	Shiga toxin inh	TbPYK inhibitor	AmpC no deterg
COc1ccc(-c2nc(CS(=O)CC(=O)NCCc3ccc(C)cc3)c(C)o2)cc1OC (stereo not drawn)
  0%	11%	-1	-8%	-2	3%	150%[activator]
Cn1c(=O)c([N+](=O)[O-])c(Oc2ccccc2)c2ccccc21
  6%	-28%	-2	u	-9	-15%	-24%
COc1ccc(Cl)cc1C(=O)NC(=S)Nc1ccccc1N1CCOCC1
  7%	u	-2	u	-3	10%	-20%
CC(OC(=O)CCc1nc2ccccc2c(=O)[nH]1)C(=O)NC1CCCC1 (stereo not drawn)
  1%	-12%	-1	17%	-3	-4%	-22%
Cc1ccc(-c2cc(C(=O)Nc3cccnc3)[nH]n2)c(O)c1C
  -5%	-8%	39*	u	100*	4%	-30%

# The list goes on.
SMILES	LmPK inh	Pf growth 96h	CHX counter	Pf growth 48h	Shiga toxin inh	TbPYK inhibitor	AmpC no deterg
CCOC(=O)CNC(=S)N(CCCN1CCCCCC1)Cc1cccs1	-1%	-1%	13	5%	1	-6%	28%
O=C1c2ccccc2NC(c2c(Cl)cccc2Cl)N1Cc1ccccc1 (stereo not drawn)	2%	-19%	4	13µM*	-8	-5%	-29%
Cc1cc(C)nc(SCC(=O)NC2=NN=C(c3ccc(Br)cc3)CS2)n1	4%	u	-3	u	-16	u	-32%
Cc1ccc(C)c(CN2CCC(CNC(=O)Nc3ccc(Br)cc3F)CC2)c1	0%	-13%	5	13µM*	-10	4%&-4%	-12%

# A second format for some results above.
CCN1CCN(CCCNc2ncnc3nc[nH]c23)CC1
  LmPK inh: 5%; Pf growth 96h: -38%; CHX counter: -2; Pf growth 48h: -1%; Shiga toxin inh: 1; TbPYK inhibitor: -7%; AmpC no deterg: u

O=C(O)C1(c2cccc(Cl)c2)CCC1
  LmPK inh: 4%; Pf growth 96h: u; CHX counter: -4; Pf growth 48h: -1%; Shiga toxin inh: -3; TbPYK inhibitor: 11%; AmpC no deterg: -14%

# Source: PubChem BioAssay
